ROC1-CUL1 inh – inhibitors of human ROC1-CUL1 ubiquitin ligase activity; hit rate 0.6% among 140,000; in vitro K48 di-Ub FRET, acceptor:donor ratio, 45 min; AID 1347404, 2020; E3 ubiquitin-protein ligase RBX1 (Homo sapiens) + Cullin-1 (Homo sapiens), P62877+Q13616; inhibition, % at 10 µM; in the data active = inhibition above about 25%
Target sequence (P62877 whole entry, looked up): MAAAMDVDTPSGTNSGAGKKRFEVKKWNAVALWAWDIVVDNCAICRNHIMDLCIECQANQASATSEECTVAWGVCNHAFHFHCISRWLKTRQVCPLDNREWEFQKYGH
Target sequence (Q13616 whole entry, looked up): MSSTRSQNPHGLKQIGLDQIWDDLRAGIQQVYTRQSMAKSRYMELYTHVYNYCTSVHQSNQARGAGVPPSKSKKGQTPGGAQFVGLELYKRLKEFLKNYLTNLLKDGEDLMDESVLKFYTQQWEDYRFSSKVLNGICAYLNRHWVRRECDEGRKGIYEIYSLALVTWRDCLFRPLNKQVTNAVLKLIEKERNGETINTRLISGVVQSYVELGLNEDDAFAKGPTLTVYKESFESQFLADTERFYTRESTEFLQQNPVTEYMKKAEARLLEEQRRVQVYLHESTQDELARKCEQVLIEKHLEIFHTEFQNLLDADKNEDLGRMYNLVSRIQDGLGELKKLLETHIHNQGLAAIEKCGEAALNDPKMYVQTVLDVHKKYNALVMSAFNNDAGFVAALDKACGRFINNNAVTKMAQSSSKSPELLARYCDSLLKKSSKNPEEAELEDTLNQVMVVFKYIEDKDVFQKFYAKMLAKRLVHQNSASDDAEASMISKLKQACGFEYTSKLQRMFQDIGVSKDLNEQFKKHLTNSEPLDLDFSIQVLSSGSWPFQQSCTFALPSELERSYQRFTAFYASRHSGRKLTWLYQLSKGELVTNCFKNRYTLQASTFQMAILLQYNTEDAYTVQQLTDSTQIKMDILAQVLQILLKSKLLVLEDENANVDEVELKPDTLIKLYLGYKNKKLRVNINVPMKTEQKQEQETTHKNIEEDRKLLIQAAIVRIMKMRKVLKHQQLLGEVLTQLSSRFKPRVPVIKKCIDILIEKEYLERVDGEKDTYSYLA
Numbers without * were called inactive. Only part of the results is shown (hit frequency here may not be typical).

SMILES	ROC1-CUL1 inh
O=C(CSc1nc2ccccc2[nH]1)Nc1ncc(-c2c[nH]c3ccccc23)s1	-8.3
CC(C)(C)C1CCc2onc(C(=O)Nc3sc4c(c3C#N)CCCC4)c2C1 (stereo unspecified)	-9.0
COc1ccc(S(=O)(=O)Nc2cc3c4c(oc3c3ccccc23)CCC(C(C)(C)C)C4)cc1 (stereo unspecified)	-1.5
COc1ccc(CNc2ccc(C)c(C)c2)cc1	5.1
O=C1C2C(c3ccccc3)OC3(C(=O)c4ccccc4C3=O)C2C(=O)N1c1ccc(Cl)c(C(F)(F)F)c1 (stereo unspecified)	9.6
COc1cccc(-c2cc3c(c(OC)c2)OCCN(CC2CCCCC2)C3)n1	4.0
Cc1oc(-c2ccc(Cl)cc2)nc1CSCC(=O)NCc1ccccc1Cl	-7.2
CC1CCN(Cn2c(=S)sc3ccccc32)CC1	-2.0
CN1C(=O)NC(=O)/C(=C\c2ccc(OCc3ccc(I)cc3)c(Br)c2)C1=O	9.1
Cc1[nH]c2ccccc2c1C(c1ccccc1OCc1ccccc1Cl)c1c(C)[nH]c2ccccc12	-5.5
CCc1c(C(=O)OC)nn(-c2ccc(Cl)cc2)c(=O)c1C#N	0.6
COc1cccc(OCc2cc(C(=O)N3CCN(C4CCCC4)C(=O)C3)n[nH]2)c1	3.9
Cc1ccc(N=C(C(=Nc2ccc(C)cc2)N(C)c2ccc(C)cc2)N(C)c2ccc(C)cc2)cc1	-0.3
O=C1CC(c2ccccc2O)Cc2nc(N3CCN(C(=O)c4ccco4)CC3)ncc21 (stereo unspecified)	2.3
CN(C(=O)c1ccccn1)C(Cc1ccccc1)C1CCN(C(=O)c2cc3ccccc3o2)CC1 (stereo unspecified)	3.4
Cc1ccc(-n2ncc(C(=O)NC3CCN(Cc4ccccc4)CC3)c2C2CCN(C(=O)OC(C)(C)C)CC2)cc1C	-3.2
CCOC(=O)c1c(NC(NC(=O)c2ccccc2Cl)(C(=O)OC)C(F)(F)F)sc(-c2ccccc2)c1C (stereo unspecified)	-7.0
O=C(Cn1c(=O)n(-c2ccc(F)cc2)c(=O)c2sc3ccccc3c21)NC1CCCCC1	7.6
COc1ccc(C2C(=O)c3ccccc3C2=Nc2ccc(Br)c(C)c2)cc1 (stereo unspecified)	-6.1
NC(=O)COc1ccc(C=Nc2cccc(Cl)c2)cc1	6.9
CCn1c(CNc2ccc(F)cc2)nnc1SCc1ccc(C)cc1	4.5
CN(C)Cc1c(O)ccc2c(=O)c(Oc3ccc(Br)cc3)c(C(F)(F)F)oc12	-1.3
CC1=CN2C(=N)/C(=C/c3ccc(OCc4ccccc4C)cc3)C(=O)N=C2S1	-0.9
Cc1ccccc1C(=O)Nc1ccc(C(=O)NNC(=O)CCC(=O)O)cc1	-10.1
CC(C)CNC(=O)c1cccs1	-3.7
CC(C)Cc1ccc(C(C)C(=O)Nc2cccnc2)cc1 (stereo unspecified)	11.4
CN(C)CC(=O)NC1CC(C)(C)Cc2nc(C(C)(C)C)ncc21 (stereo unspecified)	-12.6
CC(NC(=O)c1cccnc1)c1cc2c(cc1Cl)OCCO2 (stereo unspecified)	1.0
CCC(C)NC(=O)C1CCN(Cc2cccc(C)c2)CC1 (stereo unspecified)	-5.5
Cc1nc(CNC(=O)CCC2(Cc3ccc(Cl)cc3)CCC(=O)N2)cs1 (stereo unspecified)	4.4
O=C(Cc1ccccc1F)Nc1cccnc1	6.6
Cc1ccc(Oc2nc(-c3ccc(Cl)cc3Cl)nc3ccccc23)cc1	5.3
CCn1nc(C(=O)Nc2ccc(I)cc2)c(Cl)c1Cl	2.3
COc1ccc(C2CC(=O)C3C(=Nc4ccc5ccccc5c4C3c3ccc(Cl)c(Cl)c3)C2)cc1 (stereo unspecified)	1.7
COc1ccc2cc(CNc3ccc(C)cc3)c(=O)n(CC(=O)Nc3cccc(Cl)c3C)c2c1	9.0
O=C(Nc1cc(C(F)(F)F)cc(C(F)(F)F)c1)c1cccc(Cn2cc([N+](=O)[O-])cn2)c1	2.0

An excerpt from above in order of molecular weight, low to high.
SMILES	ROC1-CUL1 inh
CC(C)CNC(=O)c1cccs1	-3.7
O=C(Cc1ccccc1F)Nc1cccnc1	6.6
CC(C)Cc1ccc(C(C)C(=O)Nc2cccnc2)cc1 (stereo unspecified)	11.4
CCC(C)NC(=O)C1CCN(Cc2cccc(C)c2)CC1 (stereo unspecified)	-5.5
NC(=O)COc1ccc(C=Nc2cccc(Cl)c2)cc1	6.9
CC(NC(=O)c1cccnc1)c1cc2c(cc1Cl)OCCO2 (stereo unspecified)	1.0
CCn1c(CNc2ccc(F)cc2)nnc1SCc1ccc(C)cc1	4.5
Cc1ccccc1C(=O)Nc1ccc(C(=O)NNC(=O)CCC(=O)O)cc1	-10.1
Cc1ccc(Oc2nc(-c3ccc(Cl)cc3Cl)nc3ccccc23)cc1	5.3
CC1=CN2C(=N)/C(=C/c3ccc(OCc4ccccc4C)cc3)C(=O)N=C2S1	-0.9
Cc1nc(CNC(=O)CCC2(Cc3ccc(Cl)cc3)CCC(=O)N2)cs1 (stereo unspecified)	4.4
CCn1nc(C(=O)Nc2ccc(I)cc2)c(Cl)c1Cl	2.3
O=C(Nc1cc(C(F)(F)F)cc(C(F)(F)F)c1)c1cccc(Cn2cc([N+](=O)[O-])cn2)c1	2.0
COc1ccc2cc(CNc3ccc(C)cc3)c(=O)n(CC(=O)Nc3cccc(Cl)c3C)c2c1	9.0

New compounds follow:
SMILES	ROC1-CUL1 inh
COc1ccc(NC(=O)N2CCc3c(sc4c3CCCC4)C2c2ccc(F)cc2)cc1 (stereo unspecified)	2.1
CCc1[nH]nc2c1C1(C(=O)Nc3ccc(Cl)cc31)C(C#N)C(=N)O2 (stereo unspecified)	4.3
CC(=O)Nc1ncc(CN2CCCCC2)s1	-3.8
CCc1ccc(C(c2ccccc2)c2c(C)[nH]c3ccccc23)s1 (stereo unspecified)	2.9
Cc1nc(N2CCN(C)CC2)nc2c1C(=O)CC(c1ccccc1)C2 (stereo unspecified)	1.1
CCCc1cc(-c2n[nH]c(=S)n2-c2cccc(C)c2)cs1	-5.0
COC(=O)C(OC(=O)c1ccc(OC)cc1)C(=O)OC	-1.0
CCOC(=O)c1c(NC(=O)C2CC(=O)OC23CCCCC3)sc2c1CCCCC2 (stereo unspecified)	1.8
c1cc2c3c(cccc3c1)-c1c-2[nH]c2ccccc12	-3.2
CSCCC(=O)NC1CCCc2nc(-c3cccnc3)ncc21 (stereo unspecified)	-5.6
CCn1cnc2c(=O)oc3ccc(S(=O)(=O)N4CCN(c5cc(C)ccc5C)CC4)cc3c21	-3.7
COc1cc(-c2nnc(SCC(=O)NCc3ccccc3Cl)o2)cc(OC)c1OC	-2.1
C[C@]12CCCCC1CCC1C2CC[C@]2(C)C(N)CCC12 (stereo partly specified)	-4.8
COCCCNC(=O)c1oc2c(c1C)-c1nn(Cc3cccc(Cl)c3)cc1CC2	3.0
COc1cc(CN2CCC(C(Cc3ccccc3Cl)N(C)C(=O)c3ccco3)CC2)ccc1F (stereo unspecified)	13.0
CN(CCc1ccccn1)c1ncccc1CNC(=O)[C@@H]1C[C@H]1c1ccccc1	13.3
Cc1ccc(NC(=O)CSc2nnc(Cc3ccccc3)n2C2CCCCC2)c(C)c1	4.4
Cc1ccc(C)c(N(C)C(=O)C2CCN(c3ncnc4c3nc3n4CCCCC3)CC2)c1	10.0
Cc1cc(C(=O)Nc2sc(C)c(-c3ccc(F)cc3)c2C(N)=O)no1	-3.5
COc1ccc(N=c2ssc3c2-c2cc(C)ccc2N(C)C3(C)C)c(OC)c1	11.0
CN1CC2C(C1)C1CCC2C1OC(=O)c1ccccc1 (stereo unspecified)	-2.8
COc1ccc(OC)c(-c2cc(Cl)c3c(c2)CC(CNC(=O)Cc2cn4ccsc4n2)O3)c1 (stereo unspecified)	0.3
CNC(=O)c1ccc(OC)c(Br)c1	-2.1
O=C(Cn1cncn1)N(CC1CCN(C2Cc3ccccc3C2)CC1)CC1CCCO1 (stereo unspecified)	8.8
CN(C)Cc1ccc(OC2c3ccccc3CSc3ccccc32)cc1 (stereo unspecified)	2.5
CCOc1ccc(N2C(=O)C3C(C(=O)c4ccccc4)=NN(c4ccccc4OC)C3C2=O)cc1 (stereo unspecified)	-0.6
COc1ccc(-c2nnc(SCC(=O)N/N=C/c3c[nH]c4ccccc34)n2-c2cccc(C(F)(F)F)c2)cc1	6.1
CC(=O)c1ccc(NS(=O)(=O)c2ccc(-c3cnc(C4CC4)o3)cc2)cc1	-5.9
Cc1nc(N)sc1N=Nc1c(Br)cc(Br)cc1Br	6.2
O=C1N(Cc2cccc(F)c2F)CCCC1(O)CNC1CCCC1 (stereo unspecified)	94.3*
CC(C)(C)c1cc(/C=C2\N=C(SCc3ccccc3Cl)SC2=O)cc(C(C)(C)C)c1O	4.8
Cc1nc(CN2CCN(C(=O)CCN3Cc4ccccc4OC(c4ccccc4F)C3)CC2)cs1 (stereo unspecified)	-4.3
Cc1cc(C)c(C)c(OC(=O)c2sc(Cl)nc2C)c1	0.5
O=C(Nc1ccc(F)c(F)c1)c1cccnc1	-1.6
CC/C(=N/OC(=O)c1ccc(C(=O)O/N=C(/CC)c2ccccc2O)cc1)c1ccccc1O	1.9
CCCCC(=O)Nc1cc(C)on1	3.8
CC(=O)c1cccc(NC(=S)NC(=O)c2ccc(C)cc2Cl)c1	-6.5
CCOc1cccc(C2Nc3ccccc3-c3cc(C)nn32)c1O (stereo unspecified)	10.2
Cc1ccc(CCNC(=O)CN(c2ccc(C(C)C)cc2)S(=O)(=O)c2c(C)nn(C)c2C)cc1	-2.1
Cc1cccc2c1N(Cc1ccccc1OCCC(C)C)C(=O)C2=O	-2.9
CCCCn1cc(S(=O)(=O)c2ccccc2)c(=O)c2cc(F)c(N3CCN(CCC)CC3)cc21	4.3
Cc1sc2cc(-c3ccccc3)cn2c1C	-1.5
CCOC(=O)N1CCc2c(sc3c2c(=O)n(Cc2ccccc2)c(=O)n3Cc2ccccc2Cl)C1	-1.6
CN(C)C1C(=O)c2ccccc2C1=O	1.8
Cc1cccc2nc(CSc3nc4ccccc4o3)cn12	-5.1
CC(=O)C1C(=O)NC(=O)N(c2ccccc2O)C1=O (stereo unspecified)	-9.5
O=c1c2sc3ccccc3c2n(Cc2cccc(Cl)c2)c(=O)n1Cc1ccco1	-2.9
O=C(C1CCC(Cn2c(=O)c3sccc3n(Cc3cccc(F)c3)c2=O)CC1)N1CCCCC1 (stereo unspecified)	0.3
CCOC(=O)c1ccccc1NC(=O)c1cc2c(s1)-c1ccccc1SC2	6.3
CCC(=O)Nc1ccc(N2CCOCC2)c(C(=O)OC)c1	-12.5
COc1ccc(CCCN2C(=O)O[C@@H]3CN(c4ncccc4Cl)C[C@@H]32)cc1	8.5
Cc1ccc(SCc2cc(=O)[nH]c(SCC(=O)N3c4ccccc4CCc4ccccc43)n2)cc1	11.9
CCOC(=O)c1c(N)sc2c1CCC(Br)C2=O (stereo unspecified)	-1.6
CN1C(=O)C2(c3ccccc31)c1c(c3ccccc3oc1=O)OC(=N)C2C#N (stereo unspecified)	1.3
COc1ccc(-c2noc(CN(C)S(=O)(=O)c3c(C)cc(C)cc3C)n2)cc1OC	3.4
Cc1c(O)nc(C(C)(C)C)[nH]c1=O	8.4
COc1ccc(C)cc1NC(=O)C(=O)NCC(c1cccnc1)N1CCc2ccccc21 (stereo unspecified)	0.4
Cc1ccc(NC(=O)C2CCCN2S(=O)(=O)c2cccc3cccnc23)c(C)c1 (stereo unspecified)	6.0
CCOC(=O)N1CCc2c(sc(NCc3cc(OC)ccc3OC)c2C(=O)Nc2cc(OC)ccc2OC)C1	2.3
COc1ccc(C(=O)NCCSc2c(C)[nH]c3ccccc23)cc1	9.3

Two entries from above in another layout:
compound | ROC1-CUL1 inh
CN1C(=O)C2(c3ccccc31)c1c(c3ccccc3oc1=O)OC(=N)C2C#N (stereo unspecified) | 1.3
COc1ccc(-c2noc(CN(C)S(=O)(=O)c3c(C)cc(C)cc3C)n2)cc1OC | 3.4

(continued)
SMILES	ROC1-CUL1 inh
CC(C)NC(=S)NC(=O)C1CCCCC1	-4.6
CC(O)CNCCNCc1cccc2ccccc12 (stereo unspecified)	4.5
COc1ccc(CC(=O)Nc2ccc(/C(C)=N\NS(=O)(=O)c3ccc(C)cc3)cc2)cc1	-7.5
O=C(O)c1ccc(-c2nc3ccccc3s2)c(C(=O)O)c1	8.8
Nc1nnc(SC(Sc2nnc(N)s2)C(=O)c2ccccc2)s1	7.0
COc1cccc(N2C(=O)NC(=O)/C(=C/c3cc(Br)cc(Br)c3OC)C2=O)c1	-7.4
CCSc1nc2sc3c(c2c(=O)n1-c1ccccc1)CC(C)(C)OC3	-1.2
CCn1c(=O)c2c(nc3n(-c4ccc(OC)cc4OC)c(C)cn23)n(C)c1=O	2.8
CCOc1cc(Br)c(C2NC(=O)N(C)C(C)=C2C(=O)OC)cc1OCC (stereo unspecified)	8.1
O=C1CC(c2cc3c(cc2Cl)OCO3)c2cc(Br)c3ccccc3c2N1 (stereo unspecified)	6.6
COc1ccc(CNS(=O)(=O)c2ccc(C)cc2)cc1	-2.8
Cc1cccc(C)c1NC(=O)C1(N(C)C(=O)C2CCC(=O)N2)CCCCC1 (stereo unspecified)	3.3
CC(=Nc1nc2ccccc2[nH]1)c1cc(C(=O)Nc2ccccn2)c(C)n(-c2ccccn2)c1=O	3.3
CCCOc1ccc(NC(=O)CC2C(=O)N(c3ccc(C)cc3)C(=O)N2C(C)C)cc1 (stereo unspecified)	-3.9
Cc1ccc2c(c1)c1c3n2CCN(C/C(=N/O)c2ccc(Br)cc2)C3CCC1 (stereo unspecified)	1.1
CCc1cccc(NC(=O)c2cc3c(=O)n(Cc4ccc(OC)cc4)ccc3nc2C)c1	-0.7
CCOc1ccc(N2C(=O)/C(=C\c3ccccc3)N=C2c2ccccc2)cc1	-7.0
COc1ccc(/C=N/NC(=O)c2cccc(OC(F)(F)C(F)F)c2)c(OC)c1OC	0.6
Cn1c(C(F)(F)F)cc(=O)n(-c2ccc3c(Cl)nn(S(=O)(=O)Cc4ccccc4)c3c2)c1=O	3.3
